RBX1-CUL1 inh – blocks human RBX1-Cullin-1 di-ubiquitin formation; in vitro K48 di-Ub FRET, acceptor:donor ratio, 45 min; inhibition, % at 10 µM; hit rate 0.6% among 140,000; in the data active = inhibition above about 25%
Target sequence (P62877 whole entry, looked up): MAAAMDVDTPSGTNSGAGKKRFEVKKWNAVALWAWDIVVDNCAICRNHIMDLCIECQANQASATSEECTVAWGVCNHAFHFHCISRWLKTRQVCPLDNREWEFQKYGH
Target sequence (Q13616 whole entry, looked up): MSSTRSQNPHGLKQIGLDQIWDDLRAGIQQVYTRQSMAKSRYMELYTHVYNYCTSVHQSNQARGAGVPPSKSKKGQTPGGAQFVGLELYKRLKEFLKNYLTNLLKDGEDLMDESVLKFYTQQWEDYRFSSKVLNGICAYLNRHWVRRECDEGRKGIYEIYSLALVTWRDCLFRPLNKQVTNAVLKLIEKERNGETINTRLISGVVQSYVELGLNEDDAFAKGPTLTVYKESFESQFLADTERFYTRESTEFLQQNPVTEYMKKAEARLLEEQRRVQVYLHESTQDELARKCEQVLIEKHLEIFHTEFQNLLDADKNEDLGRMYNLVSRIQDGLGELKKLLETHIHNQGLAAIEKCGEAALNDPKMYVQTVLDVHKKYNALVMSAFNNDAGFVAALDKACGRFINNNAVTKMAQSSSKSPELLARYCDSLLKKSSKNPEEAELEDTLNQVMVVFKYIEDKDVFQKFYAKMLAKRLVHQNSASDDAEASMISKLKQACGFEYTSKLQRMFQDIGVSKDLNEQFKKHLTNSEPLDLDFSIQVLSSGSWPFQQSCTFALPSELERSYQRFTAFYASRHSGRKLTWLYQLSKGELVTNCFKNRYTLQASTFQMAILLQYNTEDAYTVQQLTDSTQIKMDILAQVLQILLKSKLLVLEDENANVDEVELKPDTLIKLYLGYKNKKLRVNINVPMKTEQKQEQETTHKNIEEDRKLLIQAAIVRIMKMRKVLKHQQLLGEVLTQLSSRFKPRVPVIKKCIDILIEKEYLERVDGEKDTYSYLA
* = called active by the depositor. These rows are one share of the data; count on the stated rates, not on these rows.

Structure | RBX1-CUL1 inh
CCOc1ccc(CCCC(=O)O)cc1C | -7
C=CCSc1nc2sc(-c3ccccc3)cc2c(=O)n1N | 4
O=C(CN1CCOCC1)Nc1ccc(Br)cc1F | 7
CCN1CCN(C2(C(=O)N(C)Cc3nc(C)cs3)Cc3ccccc3C2)CC1 | 9
CCOc1ccc(S(=O)(=O)Nc2cccc(C)n2)c(C)c1C | 7
Cc1nc2ccc(S(=O)(=O)N(C)CC(=O)Nc3ccc(C(C)C)cc3)cc2s1 | 2
Cc1cc(C)n(CC(=O)NCc2cccnc2Oc2ccccc2F)n1 | 4
Fc1ccc(/C=C/CNC2CCCN(c3ncccn3)C2)cc1 (configuration not stated) | 5
COc1ccc(OC)c(NC(C)C)c1 | 4
CN1C(=O)C(=Nc2ccc(Cl)c(Cl)c2)c2ccccc21 | 5
COc1ccc(-c2noc(Cn3c(=O)c4ccccc4n(CC(=O)Nc4cccc(OC)c4)c3=O)n2)cc1 | -5
O=C(Nc1cccc2cccnc12)c1ccc(-c2ccccc2)cc1 | 4
CCN(CC)CCOCCOC(c1c(C)cccc1C)c1c(C)cccc1C | -2
CCc1ccccc1Nc1nn2c(=O)c3ccc(C(=O)NC(C)c4ccccc4)cc3nc2s1 (configuration not stated) | -3
Cc1nc2cc(NC(=O)N3CCN(c4ccccc4)CC3)ccc2o1 | -7
CC(C)CCN1CCNC(=O)C1CC(=O)N1CCc2sccc2C1 (configuration not stated) | 6
N#CCSc1nc2ccccc2c(=O)n1-c1ccccc1 | -8
CSCCCN1CCC(N2CCCC(C(=O)NCc3ccccn3)C2)CC1 (configuration not stated) | -4
O=C(NCC(F)(F)F)c1coc(COc2ccccc2)n1 | 4
CCn1c(=O)c2c(nc3n2CC(C)=NN3C(C)C)n(C)c1=O | 1
CCCCCNC(=O)c1ccc2c(=O)n(CCc3ccccc3)c(=O)[nH]c2c1 | 5
COc1ccc(C)cc1S(=O)(=O)Nc1ccccc1C(F)(F)F | 4
O=C(CCc1nnc(Cc2ccc3c(c2)OCO3)o1)N1CCc2c(Cl)cccc2C1 | -4
O=C(C1CCN(S(=O)(=O)Cc2ccccc2)CC1)N1CCN(c2cccc(C(F)(F)F)c2)CC1 | -4

Brought forward from above: 2 compounds; new compounds follow.
Structure | RBX1-CUL1 inh
O=C(CCc1nnc(Cc2ccc3c(c2)OCO3)o1)N1CCc2c(Cl)cccc2C1 | -4
O=C(C1CCN(S(=O)(=O)Cc2ccccc2)CC1)N1CCN(c2cccc(C(F)(F)F)c2)CC1 | -4
CCn1c(SCC(=O)Nc2cccc(C(=O)O)c2)nnc1-c1cc2cccc(OC)c2o1 | 14
CC(=O)N[C@@H]1c2ccccc2C2(CCN(C(=O)c3n[nH]c4ccccc34)CC2)[C@H]1OCc1ccccc1 | 1
CCC(Oc1cccc(Cl)c1)C(=O)N1CCCN(C)CC1 (configuration not stated) | 14
COc1ccccc1C(=O)Oc1cccc2ccccc12 | 4
O=C(NNC(=O)C1CC1)c1cc2nc(-c3cccs3)cc(C(F)(F)F)n2n1 | -1
OCCn1ccc(-c2cccc(-c3cc(C(F)(F)F)ccn3)c2)n1 | -9
Cc1sc(NC(=O)COc2ccc(Br)cc2)nc1-c1ccccc1 | -7
CCOC(=O)c1ccc(-c2ccc(/C=C3/C(=N)N4N=C(c5ccc(C)cc5)SC4=NC3=O)o2)cc1 | 2
CC(=O)c1nn(-c2cccc(Br)c2)cc1C(=O)c1ccc(Br)cc1 | 1
CCN(CCCNC(=O)c1cc(Nc2ccc(OC)cc2)nc2ccccc12)c1cccc(C)c1 | -4
COCC1CCCN(C(=O)c2ccc(NCCc3sccc3C)nc2)C1 (configuration not stated) | -5
CCOC(=O)c1[nH]c(C)c(CCC(=O)Nc2ccc(C(C)=O)cc2)c1C | -2
O=C(CN1C(=O)CC(c2ccco2)Sc2ccccc21)Nc1cccc(C(F)(F)F)c1 (configuration not stated) | 10
O=C(Cn1c2ccccc2c(=O)c2ccccc21)NNC(=S)Nc1ccccc1 | 0
COc1ccc(OC)c(NC(=O)c2cn(CC(C)C)c(=O)c3cc(OC)c(OC)cc23)c1 | -2
O=C(Nc1cccnc1)c1ccc(I)cc1 | 5
CCc1cc2c(=O)c(-c3ccc4c(c3)OCCCO4)coc2cc1OC(=O)c1ccco1 | 3
CC/C(=N/NC(=O)c1csc2ccccc12)c1ccc(OCCN2CCOCC2)cc1 | 2
CCOC(=O)c1c(C)[nH]c(C)c1S(=O)(=O)NCC(=O)Nc1ccc(C)cc1C | -14
Cc1ccc(C(=O)N2C(=O)C(C)Oc3ccccc32)cc1 (configuration not stated) | 1
O=C(CCN1CCN(CCO)CC1)Nc1ccc(Br)cc1 | 6
CCOC(=O)C1C(c2ccccc2Cl)NC(=O)N(C)C1(O)C(F)(F)F (configuration not stated) | 0
CCc1ccc(OC(C)C(=O)Nc2c(C(=O)c3ccccc3)oc3ccccc23)cc1 (configuration not stated) | -10
O=C(NCc1ccccc1)C1CC12CCN(C(=O)/C=C/c1cccs1)CC2 (configuration not stated) | -14
Cc1cccc(N(CC(=O)NCCSc2ccc(Cl)cc2)S(C)(=O)=O)c1C | 7
CC(=O)N(C)C1(c2nnnn2-c2c(C)cccc2C)CCCCC1 | 16
COc1ccc(C2c3cc(OC)c(OC)cc3CC(=O)N2c2cccc(C#N)c2)cc1 (configuration not stated) | -11
O=C(CSc1ncnc2scc(-c3ccccc3)c12)Nc1ccc2c(c1)OCCO2 | -4
CSc1cccc(CN2CCCC2C(=O)Nc2cccc(-n3cnnn3)c2)c1 (configuration not stated) | 3
CCN=C1SC(CC(=O)Nc2ccc(C)cc2Br)C(=O)N1CC (configuration not stated) | 3
CCC(C)c1ccc(-c2cc(C(=O)N/N=C/c3ccncc3)c3ccccc3n2)cc1 (configuration not stated) | -12
O=C(CSc1ncnc2nc[nH]c12)N1CCN(c2ccc(Cl)cc2)CC1 | 2
CCOc1cc(CNC(=O)CCCn2c(=O)c3cccn3c3cccnc32)cc(OCC)c1OCC | 3
Cc1ccc(NC(=O)CN2C(=O)COc3ccc(S(=O)(=O)N4CCCCCC4)cc32)c(C)c1 | -3
CCN(CC)C(=O)Cn1ncc2c([nH]c3ccccc32)c1=O | -14
Cc1ccc(C)c(C(C)NC(=O)c2c(-c3ccccc3)noc2C)c1 (configuration not stated) | 8
COc1ccccc1C(=O)N[C@@H]1c2ccccc2C2(CCN(C(=O)c3cccc(C)n3)CC2)[C@H]1OC | 3
O=S(=O)(Nc1nccs1)c1ccc(N=Cc2cccc(Cl)c2Cl)cc1 | -3
O=C(CCc1ccc(F)cc1)N1CCOC(Cc2ccccc2)C1 (configuration not stated) | 2
Cc1ccnc(NC(=O)C(C)c2ccc(CC(C)C)cc2)n1 (configuration not stated) | 3
COC(=O)c1c(NC(=O)c2c(-c3ccccc3Cl)noc2C)sc2c1C(C(=O)OC)CC2 (configuration not stated) | 0
CC(C)c1nc(SCc2nc3ccccc3c(=O)n2-c2ccccc2C(F)(F)F)c2cc(Cl)ccc2n1 | 7
CCOC(=O)N1CCc2c(sc3nc(SC(C)C)n(N)c(=O)c23)C1 | -5
CC1(C)c2sc3ccccc3c2Oc2c1sc1ccccc21 | -5
CCN(CC)CC(=O)N1CCC(n2nccc2NC(=O)Nc2ccccc2C)CC1 | 2
CC(C)(C)c1ccccc1OCC(O)CN1CCN(c2ccc(F)cc2)CC1 (configuration not stated) | -6
CCOc1ccc(C2=C(Cl)C=C(c3ccc(F)cc3)c3ccccc3O2)cc1 | -5
Cc1cc(C)c2oc(-c3cc(NC(=O)Cc4ccccc4)ccc3Cl)nc2c1 | 12
COc1ccc(-c2c(C)nn3c(-c4ccccc4)cc(-c4ccccc4)nc23)cc1OC | -8
CCN(C(=O)c1cccc(Br)c1)c1ccccc1 | -7
CCNc1ccnc(N2CCc3[nH]nc(CC4CCCC4)c3C2)n1 | -1
CC(C)C(=O)NCCc1nc2ccccc2n1C(C)C | 3
O=c1cc(-c2ccc(Cl)cc2Cl)oc2c(=O)ccccc12 | 6
CCCCn1nnc(NC(=O)c2ccc3ccccc3c2)n1 | 7
Cc1ccccc1-c1nc(SCC(=O)NCC2CCCO2)c2c(=O)n(C)c(=O)n(C)c2n1 (configuration not stated) | -7
CN1C(=O)CC(CC(=O)N2CCC(Oc3cccnc3)CC2)(c2ccc(-c3ccccc3)cc2)C1=O (configuration not stated) | -1
CCCCC(=O)Nc1ccccc1C(=O)O | 0
COC(=O)[C@@H]1[C@@H](c2ccccc2)O[C@@](C#N)(c2ccccc2)[C@@H]1C(=O)OC | -1
CCOc1cc(S(=O)(=O)Oc2cccc3ccc(C)nc23)ccc1Cl | 1
Cc1ccc(CCNC(=O)CN2CCN(Cc3ccc(Cl)cc3)C2=O)cc1 | 1

Later entries
Structure | RBX1-CUL1 inh
O=C(Cn1c(=O)c2ccccc2n(CC(=O)Nc2ccc(Cl)cc2)c1=O)NCCc1ccccc1 | -8
CCOC(=O)C(NC(=O)c1ccccc1)(Nc1sc(C)c(CC)c1C#N)C(F)(F)F (configuration not stated) | 16
COc1cc(C2NC(=O)N=C(C)C2C(=O)OCCSC)ccc1O (configuration not stated) | 0
CCc1ccccc1NC(=O)CN(c1cc(C(F)(F)F)ccc1Cl)S(=O)(=O)c1ccccc1 | 0
COc1cc(-c2cnnc(NCc3cc(C)no3)n2)cc(OC)c1OC | -2
O=C(NCCN1CCN(c2cccc(Cl)c2)CC1)Nc1ccccc1 | -3
O=C(c1cnn(-c2ccc(F)cc2)c1-n1cccc1)N1CCN(c2ccc(F)cc2)CC1 | -10
O=C(Nc1c(C(=O)c2ccccc2)oc2ccccc12)c1ccc(F)cc1 | -1
CCOC(=O)N1CCN(C(c2ccccn2)c2cc(Cl)c3cccnc3c2O)CC1 (configuration not stated) | 1
CC1CCc2c(sc(NC(=O)C3CCCCC3C(=O)O)c2C(N)=O)C1 (configuration not stated) | 4
C/C=C/c1ccc(OCCOCCNC2CCCC2)c(OC)c1 | 0
CCOc1ccc(NC(=O)CN(c2ccc(C)cc2)S(=O)(=O)c2cccs2)cc1 | -6

An excerpt of these results, field by field.
CCOc1ccc(NC(=O)CN(c2ccc(C)cc2)S(=O)(=O)c2cccs2)cc1
  RBX1-CUL1 inh: -6

C/C=C/c1ccc(OCCOCCNC2CCCC2)c(OC)c1
  RBX1-CUL1 inh: 0

O=C(NCCN1CCN(c2cccc(Cl)c2)CC1)Nc1ccccc1
  RBX1-CUL1 inh: -3

Additional compounds:
Structure | RBX1-CUL1 inh
CC(=O)Nc1ccc(C(=O)NNS(=O)(=O)c2ccc(NC(C)=O)cc2)cc1 | -1
CC(C)Sc1ncc(Cl)c(C(=O)N(Cc2ccc(N(C)C)cc2)C2CCS(=O)(=O)C2)n1 (configuration not stated) | 2
COC(=O)C(=NC(C)=O)C(C)c1ccc(Cl)cc1 (configuration not stated) | 11
Cc1ccc(-c2nnc(SCC(=O)N3CCCc4ccccc43)o2)cc1 | -3
COC(=O)c1cnc(N2CCN(c3ccccc3OC)CC2)c2ccccc12 | -10
Nc1c(C(=O)Nc2ccc(OC(F)F)cc2)sc2ncccc12 | 10
Cc1ccc2c(=O)cc(C(=O)N(Cc3ccccc3Cl)C3CCS(=O)(=O)C3)oc2c1 (configuration not stated) | 0
COc1ccc(Nc2cc(C(=O)NCCCN(C)Cc3ccccc3)c3ccccc3n2)c(OC)c1 | -4
COc1cccc(CNC(=O)Cn2c(=O)ccc3cc(S(=O)(=O)N4CCCC4)ccc32)c1 | 0
CC(C)(C)c1cn(C2CCN(Cc3nccs3)CC2)nn1 | -10
COc1cc2c(cc1Cl)/C(=C\CCN(C)C)c1ccccc1S2 | 1
Cc1ccccc1Sc1nc2ccccc2[nH]1 | 3
Cc1cc2c(c(=O)o1)C(c1ccc(F)c(F)c1)C(C#N)C(=N)O2 (configuration not stated) | -7
Cc1ccc(NCN2C(=O)c3cc(Cl)c(Cl)cc3C2=O)cc1Cl | 6
COC(=O)C1(c2ccccc2)CC(C)=C(C)CS1=O (configuration not stated) | -7
CC(C)CCNC(=O)C(Cc1ccccc1)NS(=O)(=O)c1ccc2c(c1)c(=O)n(C)c(=O)n2C (configuration not stated) | -6
Cc1cccc(C)c1Oc1ncccc1CNC(=O)C1CCC1 | -4
CN(C)c1ncc(CN2CCOC(CCc3ccccc3)C2)s1 (configuration not stated) | -3
CCN1CCS/C1=C/C=C/C1=[N+](CC)CCS1 | -7
CC(C)(C)c1ccc(C(=O)Nc2ccc(S(=O)(=O)N3CCOCC3)cc2)cc1Br | -11
COc1ccc(CNC(=O)c2cnc3cc(C)ccn3c2=O)cc1 | -10
Cn1c(=O)[nH]c(=O)c2[nH]c(Cc3ccccc3)nc21 | -2
CCn1nc(C)c(CNC2CCN(c3ccc(C(=O)N4CCCC(CO)C4)cc3)CC2)c1C (configuration not stated) | 13
N#Cc1nc(/C=C/c2ccc(F)cc2)oc1NCc1ccc(F)cc1 | 2

At a glance, part of the list above:
Structure | RBX1-CUL1 inh
CN(C)c1ncc(CN2CCOC(CCc3ccccc3)C2)s1 (configuration not stated) | -3
CCN1CCS/C1=C/C=C/C1=[N+](CC)CCS1 | -7
CC(C)(C)c1ccc(C(=O)Nc2ccc(S(=O)(=O)N3CCOCC3)cc2)cc1Br | -11

Next section.
Structure | RBX1-CUL1 inh
COCCn1c(=O)c2c(nc3n(-c4cccc(Cl)c4C)c(C)cn23)n(C)c1=O | -5
COc1cccc(/C=N/NC(=O)c2ccc(Cl)cc2)c1OCc1ccccc1 | 7
O=C1SCC(c2ccc(Cl)cc2Cl)=NN1Cc1nnc(-c2ccccc2)o1 | 6
Cc1ccc(Cn2c(=O)c3c(nc4[nH]c(C)cn43)n(C)c2=O)cc1 | -5
COC(=O)c1sc2ncccc2c1-n1c(C)ccc1C | 9
C=CCCC(=O)NCc1cccnc1Oc1ccccc1C | 17
C/C(=N\NC(=O)c1ccccc1)c1ccc2ccccc2c1O | -4
COc1cc(/C=N\NC(=O)C2COc3ccccc3O2)cc(Br)c1OC (configuration not stated) | 9

Assay outcomes (PubChem)
